NALP3 yeast inh – NALP3 inflammasome inhibitors in reconstituted yeast, primary screen, luminescence, uHTS | Yeast reconstituted NLRP3/ASC/caspase-1, beta-gal luminescence, 24 h | inhibition, % at 10 µM | 330,000 tested, 0.39% active | AID 2825, 2010;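 active = inhibition of 50% or more; inactive = inhibition below 50%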;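 note: plate controls were induced DMSO wells for no effect and uninduced yeast grown without galactose for full effect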
TIM10 inh – growth inhibitors of isogenic TIM10 control yeast, primary screen, counter-screen for tim10-1 yeast inhibitor project, luminescence, uHTS; S. cerevisiae TIM10 strain growth, BacTiter-Glo luminescence, 24 h; inhibition, % at 10 µM; 330,000 tested, 1.4% active;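 active = inhibition of 40% or more at the single tested concentration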;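 note: wild-type TIM10 isogenic control strain grown at permissive 25 °C; 0% = DMSO yeast wells and 100% = minimal medium wells without yeast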
MPTP block – mitochondrial permeability transition pore inhibitors, primary screen, biochemical, isolated mouse mitochondria, absorbance. Ca2+ swelling absorbance, 30 min. inhibition, % at 10 µM. 360,000 tested, 1.4% active. AID 602449, 2012;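 active = inhibition of 50% or more, scaled per plate between neutral and stimulator controls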;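 note: 0% = DMSO wells given calcium and 100% = 1 mM EGTA wells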
APJ antagonist – antagonists of human apelin receptor APJ, primary screen, CHO-K1 cells, beta-arrestin complementation, luminescence; inhibition, % at 20 µM; 330,000 tested, 0.32% active; P35414;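 active = inhibition above about 40% at 20 µM, limit read from the data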;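 note: cells challenged with 10 nM apelin-13 agonist together with compound; plate controls were apelin-13 plus DMSO wells for no effect and DMSO wells lacking apelin-13 for full effect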
Target sequence (P35414 whole entry, looked up): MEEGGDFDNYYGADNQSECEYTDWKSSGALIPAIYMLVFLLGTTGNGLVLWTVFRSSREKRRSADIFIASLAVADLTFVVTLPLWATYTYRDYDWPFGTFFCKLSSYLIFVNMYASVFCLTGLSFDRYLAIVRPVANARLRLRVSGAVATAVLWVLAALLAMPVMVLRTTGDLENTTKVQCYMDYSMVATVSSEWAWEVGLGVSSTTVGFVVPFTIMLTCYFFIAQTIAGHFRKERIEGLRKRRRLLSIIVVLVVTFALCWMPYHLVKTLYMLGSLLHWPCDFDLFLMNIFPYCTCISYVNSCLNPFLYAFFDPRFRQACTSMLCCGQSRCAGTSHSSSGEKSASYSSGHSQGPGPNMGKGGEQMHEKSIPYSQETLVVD
APJ agonist – agonists of human apelin receptor APJ, primary screen, CHO-K1 cells, PathHunter beta-arrestin, luminescence; 0% DMSO wells, 100% apelin; P35414; 330,000 tested, 0.11% active; AID 2520, 2010; activation, % at 20 µM;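 active = activation more than six SD over the plate average, tested at 20 µM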;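 note: 0% = DMSO alone and 100% = apelin-13 at 10 nM; some results filed as inactive read as strong as hits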
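Material: CHO-K1 APJ beta-arrestin complementation cell line; Input: cell density 1000 per well; Incubation: compound stimulation 90 min at 25 °C, detection 60 min; Signal: luminescence from split beta-galactosidase complementation, Galacton Star/Emerald II substrate; Controls: DMSO-only wells as negative, 10 nM Apelin-13 as positive control.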
tim10-1 inh – growth inhibitors of tim10-1 mutant yeast, primary screen, luminescence, uHTS; S. cerevisiae tim10-1 ts strain growth, BacTiter-Glo, 24 h; 330,000 tested, 2.2% active; inhibition, % at 20 µM;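 active = inhibition of at least 40%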;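 note: mutant grown at 25 °C; 0% = DMSO wells with yeast and 100% = wells holding no yeast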
tim23-1 inh – growth inhibitors of tim23-1 mutant yeast, primary screen, luminescence, uHTS. 330,000 tested, 1.3% active. S. cerevisiae tim23-1 growth, BacTiter-Glo luminescence, 24 h. AID 463212, 2010. inhibition, % at 20 µM;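 active = growth inhibition of the mutant yeast at or above 50%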;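 note: temperature-sensitive mutant grown at 25 °C; plate controls were DMSO-treated mutant yeast for no effect and medium wells lacking yeast for full effect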
MIN6 prolif – inducers of MIN6 beta-cell proliferation, primary screen, ATP luminescence, uHTS; MIN6 cells proliferation, ATPlite luminescence, 48 h; cells starved in 0.2% serum; 100% = growth in 10% serum; proliferation, % at 10 µM; 330,000 tested, 0.29% active; AID 2380, 2010;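 active = compounds whose signal lies at least 3.5 SD above the mean of all wells on their plate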;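 note: 0% = DMSO-treated cells in low-serum medium and 100% = 10% serum control; some compounds called inactive have numbers as strong as hits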
GRIN3A LBD mod – binders of NR3A ligand-binding domain, primary screen, biophysical, differential scanning fluorimetry, uHTS. Tm shift relative to glycine control, % at 25 µM. NR3A LBD differential scanning fluorimetry, Tm shift; 0% = protein alone, 100% = glycine-bound protein. 340,000 tested, 2.5% active;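 active = melting temperature shift of at least 10% of the positive control shift, at one fixed dose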
* marks the source's active call; other numbers are inactive results; / = not tested or not shown; & = joins results of further samples.

SMILES | NALP3 yeast inh | TIM10 inh | MPTP block | APJ antagonist | APJ agonist | tim10-1 inh | tim23-1 inh | MIN6 prolif | GRIN3A LBD mod
O=C(OC(C(=O)NC1CCCC1)c1cccnc1)C1=Cc2ccccc2OC1 (stereo unspecified) | -3 | 14 | -1.4 | -12 | -1 | 25 | 18 | -2 | 0
CCOP(=O)(OCC)c1nc(-c2ccc(C)cc2)oc1NCc1ccccc1 | 2 | 31 | 1.5 | -1 | -3 | 26 | 18 | -2 | -1
O=C(NNc1nc2ccc(F)cc2s1)c1cccc(F)c1 | 7 | 1 | 92* | -44 | 2 | 5 | 16 | -4 | -11
CCC(=O)NCCNc1nc2cc(C)cc(C)c2cc1C#N | 0 | -2 | -0.9 | 6 | -3 | 9 | 16 | 0 | 1
O=C(Nc1nnc(-c2ccc(Cl)cc2)o1)C1=COCCO1 | 15 | 27 | -0.8 | -15 | -4 | 5 | 17 | -4 | -1
CC(Sc1ccc(Cl)cc1)C(=O)NCC(c1ccco1)N1CCCCC1 (stereo unspecified) | -1 | -6 | -0.1 | -26 | -10 | -4 | 1 | 3 | -1
COc1ccc(S(=O)(=O)N2CCN(CC(=O)Nc3cccc(OC)c3)CC2)cc1 | 5 | 5 | -1.0 | 18 | -3 | 18 | 23 | 1 | 1
COc1ccccc1NC(=O)CCC(=O)OCc1cccc([N+](=O)[O-])c1 | -3 | 8 | 3.3 | 13 | 1 | 11 | -9 | 1 | -2
O=C(NCCN1CCOCC1)c1ccc(NS(=O)(=O)c2ccccc2)cc1 | 1 | 4 | -1.3 | -39 | 0 | 6 | 11 | -1 | 0
O=C(NNS(=O)(=O)c1ccccc1C(F)(F)F)c1cc2ncc(C(F)(F)F)cc2s1 | 9 | -1 | 2.9 | 15 | -2 | -7 | -6 | -2 | -8
O=C1NNC(c2ccccc2)=N/C1=C\c1ccccc1 | 9 | 18 | 1.3 | 8 | 0 | 2 | 21 | 0 | -1
Cc1ccc(-n2nnnc2SCC#N)cc1 | -15 | 3 | 0.0 | 12 | 0 | 1 | -2 | -2 | 3
CCOc1ccc(Cl)cc1CNCCNCCO | 2 | 4 | 0.3 | 10 | -5 | 9 | 7 | -2 | -1
CS/C(=N\S(=O)(=O)c1cccs1)Nc1ccc(N2CCOCC2)cc1 | 14 | 12 | 2.0&-0.1 | 29 | 3 | 14 | 14 | -2 | -1
Cc1cc(C(=O)COC(=O)C2=COCCO2)c(C)n1-c1cccc(F)c1 | 6 | 5 | 0.7 | 1 | 2 | 22 | 32 | 1 | /
COc1ccc(OCCC(=O)OCC(=O)Nc2ccc(S(=O)(=O)N3CCOCC3)cc2)cc1 | 13 | -11 | -2.9 | -1 | -2 | 11 | 8 | -2 | 0
CC(=O)c1cccc(NC(=O)N2CCCC2C(=O)NCc2ccc3c(c2)OCO3)c1 (stereo unspecified) | 0 | 6 | -0.5 | 8 | -5 | 4 | 10 | 2 | 0
N#Cc1ccccc1OCC(=O)NNC(=O)c1ccncc1 | 9 | 7 | -0.9 | 14 | -3 | -9 | 4 | 1 | 0
CC(c1ccco1)N(C(=O)c1ccc(Cl)s1)c1ccccn1 (stereo unspecified) | -9 | 36 | / | 13 | -1 | 21 | 32 | -1 | /
O=C(NC1CCCCC1)NC1CCN(S(=O)(=O)Cc2ccccc2)CC1 | 4 | -17 | -1.1 | 2 | -2 | 6 | -13 | -3 | 2
CN(C(=O)COC(=O)c1ccc2ccccc2n1)C1CCCCC1 | -26 | 6 | -1.8 | 9 | -1 | 11 | 13 | -1 | 4
Cc1ccsc1C(=O)C1CCCN(Cc2cn(C)nc2-c2ccccc2)C1 (stereo unspecified) | 12 | -3 | 1.3 | -4 | -4 | 1 | -11 | 0 | 3
Cc1cc2[nH]c(=O)c(=O)[nH]c2cc1S(=O)(=O)N1CCN(c2cccc(C(F)(F)F)c2)CC1 | 19 | 4 | 0.8 | 11 | -1 | -7 | -9 | 5 | -5
Cc1noc(C(=O)Nc2cc(Cl)ccc2O)c1Cl | 29 | 11 | 2.3 | -21 | 0 | 6 | 6 | -3 | -15
O=C(CN1CCN(C(C(=O)Nc2ccc(Cl)cc2C(F)(F)F)c2ccccc2)CC1)NC1CC1 (stereo unspecified) | 9 | 11 | -2.6 | 8 | -2 | 17 | 25 | -5 | -1
(next part)
SMILES | NALP3 yeast inh | TIM10 inh | MPTP block | APJ antagonist | APJ agonist | tim10-1 inh | tim23-1 inh | MIN6 prolif | GRIN3A LBD mod
CC1=C(C(=O)Nc2ccc(C(=O)N3CCN(c4ccccc4F)CC3)cc2)SCCO1 | 27 | 13 | -1.1 | 8 | -3 | 33 | 42 | -4 | 2
Cc1c(CC(=O)O)c(=O)oc2c(C)c3occ(-c4ccc(F)cc4)c3cc12 | -7 | 7 | 1.4 | 7 | 0 | 8 | 1 | 0 | -4
COc1ccccc1OCCOc1ccc(/C=C2\C(=N)N3N=C(S(C)(=O)=O)SC3=NC2=O)cc1 | 3 | -9 | 6.2 | -7 | -3 | 18 | 14 | -6 | 4
O=C(COC(=O)C1CCN(C(=O)c2ccc(Cl)cc2)CC1)c1ccco1 | 15 | 6 | -2.5 | -10 | 8 | 21 | 25 | -4 | -2
CC1CCN(C(=O)c2ccc(CNc3c(N4CCCC4)c(=O)c3=O)cc2)CC1 | 6 | 1 | 1.5 | -10 | 1 | 14 | 25 | -2 | -1
CCN(CC(=O)NCc1ccc(Cl)cc1)C(=O)CCC(=O)c1ccc(C)cc1 | 2 | 20 | -0.8 | -7 | 13 | 26 | 12 | 0 | 0
CCC(C)(C)N1CC(=O)N(Cc2ccccc2)C(c2ccc(OC)cc2)C1=O (stereo unspecified) | -5 | 6 | 0.0 | 0 | -2 | 21 | 31 | -1 | -1
COc1ccc(-c2noc(CCCc3ccccc3)n2)cc1OC | 14 | 2 | 0.3 | -3 | 4 | 11 | 3 | 2 | 2
Cc1nc2ccccc2c2oc(C(=O)NCCN3CCN(C)CC3)cc12 | 1 | 12 | -0.7 | -59 | -3 | 9 | 9 | -1 | 0
Nc1ccc(O)c([N+](=O)[O-])c1 | 5 | -5 | 0.3 | 1 | 3 | 9 | 17 | -3 | -1
O=C(NC1CCCCC1)C(c1ccc(Cl)cc1)N(C(=O)c1cnccn1)c1ccc2c(c1)OCO2 (stereo unspecified) | 11 | 3 | 0.4 | 21 | -7 | -2 | -3 | -1 | 0
OC[C@H]1O[C@@H](Oc2ccc3cc(Br)ccc3c2)[C@H](O)[C@@H](O)[C@H]1O | -10 | 1 | -1.2 | -7 | -4 | 7 | 4 | -1 | 1
Cc1cc(C)n2cc(CSCc3ccccc3)nc2n1 | 1 | 2 | 1.3 | 0 | -4 | 21 | 6 | -4 | 3
O=C(Nc1ccc(F)cc1)N(CCCN1CCOCC1)Cc1cc2cc3c(cc2[nH]c1=O)OCCO3 | 1 | 6 | 5.2 | -7 | -4 | 7 | -5 | -3 | 1
NS(=O)(=O)c1ccc(NC(=O)CCC(=O)c2cccs2)cc1 | 25 | 1 | -1.1 | 4 | -2 | 23 | 3 | -2 | -2
CCOC(=O)N1CCN(C(=O)CS(=O)(=O)Cc2nc(-c3ccccc3C)oc2C)CC1 | 13 | 14 | -0.6 | -4 | -1 | -4 | 16 | -3 | 0
O=C(OCCc1cc2ccccc2c(=O)o1)N1CCOCC1 | 4 | 9 | -0.9 | 2 | -2 | 1 | -10 | -2 | -1
O=C(Cn1ccc([N+](=O)[O-])n1)NCc1cccnc1 | -1 | -1 | -1.3 | -11 | -2 | 3 | 1 | 0 | 0
O=C(NCc1ccco1)c1cc(=O)c2ccccc2o1 | 9 | -6 | -0.9 | -6 | -3 | 7 | 5 | 3 | 1
O=C(N/N=C/c1cc(Br)cc(Br)c1O)c1cccc(N2CCCC2=O)c1 | 42 | -5 | -0.4 | -23 | 0 | -7 | 51* | -6 | 6
O=C(COC(=O)c1ccc2ccccc2c1)Nc1ncc(C(F)(F)F)cc1Cl | 11 | 3 | 0.5 | -2 | 0 | 13 | -5 | 3 | 1
Cc1ccc(-c2cc(C(=O)N3CCN(c4ncccn4)CC3)c3cc(Br)ccc3n2)o1 | 6 | 7 | -2.3 | 25 | -3 | 28 | 29 | -7 | -11
Cc1ccc(NC(=O)COC(=O)c2ccco2)cc1C | 17 | -2 | -0.7 | 1 | -3 | -13 | -12 | 4 | 2
CCOC(=O)Cn1c(S(=O)(=O)Cc2ccccc2)nc2ccccc21 | 7 | 9 | -0.9 | 20 | 0 | 23 | 25 | -2 | -1
C=CCn1c(=O)c(C#N)cc2c(=O)n3ccccc3nc21 | -1 | -17 | -4.3 | 4 | -1 | -16 | -8 | -2 | -3
Following part.
SMILES | NALP3 yeast inh | TIM10 inh | MPTP block | APJ antagonist | APJ agonist | tim10-1 inh | tim23-1 inh | MIN6 prolif | GRIN3A LBD mod
CCc1cccc(OCC(=O)Nc2c[nH]c(=O)[nH]c2=O)c1 | -16 | -5 | -0.4 | 7 | -2 | -14 | -18 | 1 | -2
O=C(COC(=O)c1ccccc1Br)Nc1ccc(F)cc1 | 22 | 18 | 0.1 | 8 | -3 | 9 | 15 | 0 | -25
CN(C)C(=O)c1nc2ccc(Cl)cn2c1CN1CCCC(OCc2cccnc2)C1 (stereo unspecified) | 18 | 0 | -1.5 | 1 | -4 | -2 | 18 | -1 | 0
Cc1c(Br)c([N+](=O)[O-])nn1CC(=O)Nc1ccc(C(N)=O)cc1 | 10 | 4 | 1.4 | 8 | -4 | -2 | -7 | 0 | 0
N#C/C(=C\c1ccco1)C(=O)Nn1cnnc1 | -10 | -5 | 0.0 | 18 | -2 | 13 | -11 | 1 | 2
Cc1nc(C)c(C(=O)OCC(=O)Nc2ccccc2)s1 | 11 | -3 | 0.6 | 12 | -3 | -4 | 11 | 0 | -4
O=C(CCCn1c(=O)c2cccn2c2cccnc21)NCCc1ccc(Cl)cc1 | 1 | 16 | -1.2 | -5 | 1 | 13 | 10 | -4 | -2
COc1ccc(-n2nnnc2SCC(=O)c2cccc(OC)c2)cc1 | 13 | 24 | 0.6 | 9 | 4 | 31 | 34 | -4 | 4
O=C(COc1cccc2ccccc12)NNC(=O)[C@@H]1CCCC[C@@H]1C(=O)O | 18 | 5 | -0.4 | 11 | -1 | -15 | -2 | 0 | -2
CN1CCN(/C=N/c2sc3c(c2C#N)CCCCC3)CC1 | 30 | 2 | -5.3 | 16 | -2 | 8 | 15 | -1 | 1
COCc1ccc(CN2CCc3c([nH]c4ccccc34)C2CC(C)C)o1 (stereo unspecified) | 25 | 9 | 2.0 | 4 | 1 | 19 | 24 | -2 | -2

Compound profiles, from the list above.
Cc1c(Br)c([N+](=O)[O-])nn1CC(=O)Nc1ccc(C(N)=O)cc1 as listed: NALP3 yeast inh = 10; TIM10 inh = 4; MPTP block = 1.4; APJ antagonist = 8; APJ agonist = -4; tim10-1 inh = -2; tim23-1 inh = -7; MIN6 prolif = 0; GRIN3A LBD mod = 0
O=C(COc1cccc2ccccc12)NNC(=O)[C@@H]1CCCC[C@@H]1C(=O)O as listed: NALP3 yeast inh = 18; TIM10 inh = 5; MPTP block = -0.4; APJ antagonist = 11; APJ agonist = -1; tim10-1 inh = -15; tim23-1 inh = -2; MIN6 prolif = 0; GRIN3A LBD mod = -2

Rows are unselected; overall some 7.2% were active at least once.
